APE1 inh = inhibitors of human APE1 endonuclease; 350,000 tested, 0.35% active; recombinant APE1, TAMRA/BHQ-2 abasic DNA cleavage fluorescence; Potency, µM (series often up to 65.8 µM), for inactives: top-dose activity change, negative = inhibition, hits mostly inhibitors; P27695;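 also: potency is read from the fitted curve at half-maximal effect; plate controls were vehicle for no effect and reference inhibitor for full effect; nearly all actives have a fitted effect of over 55% in size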
Target sequence (P27695 whole entry, looked up): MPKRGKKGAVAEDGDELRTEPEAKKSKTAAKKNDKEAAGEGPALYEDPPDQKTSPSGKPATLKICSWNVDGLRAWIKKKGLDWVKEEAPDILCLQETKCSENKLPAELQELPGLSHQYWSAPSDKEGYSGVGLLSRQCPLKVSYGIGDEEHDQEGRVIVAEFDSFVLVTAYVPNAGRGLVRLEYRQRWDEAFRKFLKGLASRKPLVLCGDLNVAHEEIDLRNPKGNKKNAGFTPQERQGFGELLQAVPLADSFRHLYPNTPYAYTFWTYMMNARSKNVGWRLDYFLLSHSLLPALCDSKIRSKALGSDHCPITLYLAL
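Readout is kinetic fluorescence (ex 525, em 598 nm) from cleavage of 50 nM TAMRA/BHQ-2 THF abasic duplex by 0.75 nM APE1, compound added 15 min beforehand at RT.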
Pol iota inh = DNA polymerase iota (human) inhibition. Pol iota fluorescent replication assay, 10 min. Potency, µM (top dose mostly 115 µM), inactives show top-dose activity, negative = inhibition, hits mostly inhibitors. 390,000 tested, 1% active. AID 588590; also: potency is read from the fitted curve at half-maximal effect
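Pol iota at 10 nM preincubated 15 min with compounds at room temperature; reaction started with fluorescent substrate, 50 nM final. Fluorescence read kinetically at 0 and 10 min; buffer-only wells as negative control.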
LDHA inh = LDHA (human) enzyme inhibition. P00338. purified LDHA, NADH/diaphorase-resazurin fluorescence; active compounds read low. activity change, % (values are at about 110 or 230 µM). 480,000 tested, 0.15% active. AID 1347041; in the data active = activity change below about -30%; inconclusive = mostly about -25% to -30%;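 also: plate controls were DMSO wells for no effect and wells without enzyme for full effect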
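LDH5 2 nM; NADH 0.06 mM, pyruvate 0.2 mM; 200 mM Tris pH 7.4, EDTA, Tween-20; 5 min RT. Detection: diaphorase 0.133 mg/mL + resazurin 37 µM, fluorescence ex540/em590 at 0 and 20 min; normalized to enzyme-free and DMSO wells.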
Apoferritin bind = binds horse apoferritin like a general anesthetic; P02791; Potency, µM (top dose mostly 77.5 µM), without a hit: at the highest dose activity change, negative = displacement, hits mostly inhibitors; apoferritin/1-aminoanthracene competitive binding, fluorescence; 350,000 tested, 0.074% active; also: potency is read from the fitted curve at half-maximal effect; % is scaled to controls: 0 for no effect and ±100 for the full control effect; nearly all actives have a fitted effect of over 20% in size
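Probe: 1-aminoanthracene (50% saturated, PBS). Protein: horse-spleen apoferritin, 10 uM. Incubation: 10 min, room temperature. Detection: 380 nm excitation, 535 nm emission. Analysis: normalized response, four-parameter Hill.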
GRP78 ERSR act = induces the endoplasmic reticulum stress response in human glioma cells; U87-MG GRP78 promoter luciferase reporter, 16 h; Potency, µM, for the others: at the top dose activation, hits mostly activators; 420,000 tested, 0.02% active; AID 602332; also: potency is read from the fitted curve at half-maximal effect; series mostly up to about 76 µM; % of control where 0% means no effect; nearly all actives have a fitted effect of over 35% in size
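Stably transfected U87-MG glioma cells carrying a GRP78-based luciferase sensor; 16 h compound incubation. Luminescence end-point read 10 min after Bright-Glo addition at room temperature.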
BLM helicase inh = blocks DNA unwinding by human BLM helicase; P54132; recombinant BLM DNA unwinding, fluorescence dequenching; Potency, µM (top dose mostly 56.1 µM), inactives show at the top dose activity change, negative = inhibition, usual class: inhibitors; 350,000 tested, 0.2% active; AID 2528;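 also: potency is read from the fitted curve at half-maximal effect; plate controls were vehicle for no effect and no enzyme for full effect; nearly all actives have a fitted effect of over 35% in size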
POLK inh = DNA polymerase kappa (human) inhibition; Q9UBT6; AID 588579; 400,000 tested, 0.53% active; purified Pol kappa, fluorescent DNA synthesis assay, 10 min; Potency, µM (doses to about 107 µM), without a hit: at the highest dose activity, negative = inhibition, usual class: inhibitors; also: potency is read from the fitted curve at half-maximal effect; % is scaled to controls: 0 for no effect and ±100 for the full control effect
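Enzyme at 10 nM met test compounds for 15 min at room temperature. Substrate addition (50 nM final) began the reaction, which was monitored by fluorescence at 0 and 10 min.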
POLB inh = inhibitors of human DNA polymerase beta; P06746; Pol beta primer extension/strand displacement, fluorescence kinetic; Potency, µM (doses to about 114 µM), inactives show at the highest dose activity change, negative = inhibition, actives largely listed as inhibitors; 340,000 tested, 1.3% active; also: potency is read from the fitted curve at half-maximal effect; % is scaled to controls: 0 for no effect and ±100 for the full control effect
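Preincubation: enzyme (10 nM) with compound, 15 min, RT. Reaction: substrate added to 50 nM final. Reads: 0 and 10 min. Analysis: normalized, Hill fit.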
Pol eta inh = DNA polymerase eta (human) inhibition; Potency, µM (doses to about 114 µM), for the others: top-dose activity change, negative = inhibition, hits mostly inhibitors; Q9Y253; AID 588591; 390,000 tested, 1.2% active; recombinant Pol eta, fluorescent DNA replication assay; also: potency is read from the fitted curve at half-maximal effect; % is scaled to controls: 0 for no effect and ±100 for the full control effect
Target sequence (Q9Y253 whole entry, looked up): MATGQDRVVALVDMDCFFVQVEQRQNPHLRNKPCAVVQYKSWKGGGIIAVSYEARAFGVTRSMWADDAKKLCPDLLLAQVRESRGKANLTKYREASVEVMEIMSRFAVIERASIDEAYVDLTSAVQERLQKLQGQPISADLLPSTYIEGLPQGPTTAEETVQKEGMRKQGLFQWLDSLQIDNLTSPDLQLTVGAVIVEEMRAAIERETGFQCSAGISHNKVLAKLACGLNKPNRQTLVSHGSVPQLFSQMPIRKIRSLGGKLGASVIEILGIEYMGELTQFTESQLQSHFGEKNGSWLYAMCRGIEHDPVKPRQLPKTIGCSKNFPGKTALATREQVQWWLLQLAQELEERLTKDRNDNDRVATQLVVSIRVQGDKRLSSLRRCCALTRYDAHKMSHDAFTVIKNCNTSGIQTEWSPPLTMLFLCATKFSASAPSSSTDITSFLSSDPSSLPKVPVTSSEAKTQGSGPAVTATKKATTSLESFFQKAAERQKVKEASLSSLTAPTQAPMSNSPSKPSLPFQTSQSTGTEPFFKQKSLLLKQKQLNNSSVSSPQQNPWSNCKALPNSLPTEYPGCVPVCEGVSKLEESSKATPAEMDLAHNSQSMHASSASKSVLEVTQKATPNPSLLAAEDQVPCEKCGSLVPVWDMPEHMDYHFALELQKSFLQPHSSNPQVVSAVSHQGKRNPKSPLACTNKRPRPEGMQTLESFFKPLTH
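Fluorescent replication assay: 50 nM final substrate added after a 15 min room-temperature compound preincubation with 10 nM enzyme. Signal taken at 0 min and again at 10 min.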
An asterisk follows results filed as active; ? = inconclusive; nt = no result given; & = joins results of further samples; [ ] = remark or other dose. Unless noted, calls follow the shape of the dose curve; as a rule, active = well fitted curve in the direction sought with a large enough effect; inconclusive = small, poorly fitted or top-dose-only effect, or another doubt; inactive = no such curve, though single readings can be large; an effect the other way counts as inactive or inconclusive. This is a subset; the hit share may differ from the screen's.

Results follow in this order: GRP78 ERSR act	APE1 inh	POLB inh	BLM helicase inh	Apoferritin bind	Pol eta inh	Pol iota inh	POLK inh	LDHA inh
- CCN(C(=O)CO/N=C/c1ccc(OC)cc1OC)c1c(N)n(Cc2ccccc2)c(=O)[nH]c1=O
  -1%	34%	nt	nt	nt	-21%	46%[activator]	-13%	-6
- CC1(C)NC(=O)N(c2ccc([N+](=O)[O-])c(C(F)(F)F)c2)C1=O
  -4%&1%&-5%&1%&-3%&-4%	-10%	10%[57.1 µM]	2%	-5%[29.3 µM]	2%	-12%	-11%[60.1 µM]	-4
- Cc1ccc(OCC(=O)NCCCNC(=O)c2cnccn2)cc1C
  -4%	-5%	22%	-2%	31%[activator]	-14%	-3%	-4%	-2
- Cc1ccc(S(=O)(=O)C2(C(=O)NC3CCCCC3)CC2)cc1
  -4%	41%[activator]	0%	-5%	-6%	-14%	6%	-2%	-1
- CCCc1cc(-c2n[nH]c(C(=O)OCC)c2-c2cscn2)c(O)cc1O
  -7%	-3%	0%	-4%	-22%	-20%	17%	-8%	3
- CCN(c1ccc(OCC(=O)OCC(=O)c2c(N)n(C)c(=O)n(C)c2=O)cc1)S(=O)(=O)c1ccccc1
  -3%	-9%	-16%	-4%	-1%	-12%	-21%	-7%	-1
- CCc1ccc(NC(=O)Cn2nnc(C(=O)NCc3ccco3)c2N)cc1
  -6%&-2%	-20%	9%&-2%	-6%&-9%	-9%&-7%	-13%&-14%	?	-7%&2%	-11&-2
- CCCCCCCCCCC/C=C\C/C=C\CCCC(=O)O
  -4%	21%&-1%	nt	0%	-8%	nt	nt	-1%[19.4 µM]	nt
- COc1cc(/C=C/C(=O)OCC(=O)Nc2ccc(S(N)(=O)=O)cc2)ccc1O
  -3%	-10%	1%	0%	-7%	50µM*	?	?	-3
- COc1cc(/C=N/NC(=O)Cn2cnc3c2c(=O)n(C)c(=O)n3C)ccc1O
  -2%	?	23%	0%	-7%	25%	-7%	-9%	-14
- COc1cccc(-c2cc(NCc3ccc(OC)cc3OC)ncn2)c1
  3%	-6%	nt	-1%	nt	nt	nt	-4%[60.1 µM]	nt
- CN(c1ccc(C(=O)NCc2cccnc2)cc1)S(=O)(=O)c1ccc(Cl)cc1
  -5%	-10%	32%	1%	-11%	-17%	-13%	-4%	-6
- C=CCn1c(SCCC(=O)O)nnc1-c1cccs1
  -4%	0%	-9%	6%	-5%	-20%	?	-12%	-1
- Cc1cc(C(=O)CSc2nnc(N)s2)c(C)n1CCc1ccc(F)cc1
  0%	-1%	6%	-6%	-17%	-19%	-5%	2%	-2
- CCOC(=O)N1CCN(C(=O)c2ccc(CS(=O)(=O)c3ccccc3OC)o2)CC1
  -5%	11%	38%	0%	-9%	-9%	11%	0%	2

(listing goes on)
Results follow in this order: GRP78 ERSR act	APE1 inh	POLB inh	BLM helicase inh	Apoferritin bind	Pol eta inh	Pol iota inh	POLK inh	LDHA inh
- O=C(COc1ccccc1)Nc1ccc(CN2CCCCC2)cc1
  -2%	1%	9%	-1%	-17%	3%	-6%	-16%	-7
- Cc1cc(OC(=O)c2c(C)cc(OC(=O)c3c(C)cc(O)cc3O)cc2O)cc(O)c1C(=O)O
  -3%	nt	nt	nt	nt	?	?	-41%	2
- CC(C)C[C@H]1CN([C@@H](CC(C)C)CN2CCC[C@@H]2CN2C(=O)C(=O)NC[C@@H]2Cc2ccccc2)C(=O)C(=O)N1CCc1ccccc1
  0%	nt	nt	nt	nt	-17%	-4%	-7%	-2
- CC1CCCC(NC(=O)C2CCC(CNc3c(N4CCCCC4)c(=O)c3=O)CC2)C1C (stereo not given)
  -10%	?	0%	1%	4%	0%	?	0%	-10
- CC1(C)CC2(C)OCCN2C(=S)N1 (stereo not given)
  -6%&1%	2%	4%	3%	1%	-14%&-7%	64%[activator]	-7%	-13&3
- COc1ccc(C2/C(=C(/O)c3ccc(C)cc3)C(=O)C(=O)N2CCCN2CCOCC2)cc1 (stereo not given)
  -3%	11%	-26%	1%	-6%	-10%	?	-9%	-6
- COc1cc(C2C(=O)N(C3CCC(C)CC3)CC(=O)N2CCc2ccc(Cl)cc2)ccc1OC(C)C (stereo not given)
  -3%	nt	1%	-4%	-2%	3%	10%	-3%[60.1 µM]	0
- Cc1ccsc1/C=N/N1CCN(Cc2ccccc2)CC1
  4%	-6%	1%	-5%	-13%	0%	40%[activator]	-11%	-4
- CCCc1c(O)c2ccccc2[nH]c1=O
  -5%	-10%	24%	2%	-7%	-7%	8%	-1%	-2
- Cn1c(Cn2nnc3ccccc32)nnc1SCC(N)=O
  -4%	-8%	-2%	-1%	37%	6%	?	8%	2
- O=C(CN1CCc2cc3c(cc2C1)OCCCO3)Nc1c(F)cccc1F
  -6%	53%[activator]	1%	1%	-8%	-11%	13%	6%	-1
- COc1ccc(CC(=O)Nc2cccc(S(=O)(=O)N3CCCCCC3)c2)cc1OC
  -1%	3%	9%	1%	2%	-9%	12%	-6%	2
- CC1=C(C(=O)c2ccccc2)C(c2ccc(O)cc2)NC(=S)N1 (stereo not given)
  -2%	3%	4%	-2%	1%	-3%	12%	2%	-4
- C=CCN1N=C(c2ccc(Cl)s2)CSC1=O
  1%	1%	0%	-4%	?	-1%	-2%	-15%	4
- CCN(CC(=O)Nc1cc(Cl)ccc1C)C(=O)c1ccc(N2CCCC2=O)cc1
  3%	35%	nt	nt	nt	-1%	13%	11%	-2

Continued.
Results follow in this order: GRP78 ERSR act	APE1 inh	POLB inh	BLM helicase inh	Apoferritin bind	Pol eta inh	Pol iota inh	POLK inh	LDHA inh
- CCOC(=O)[C@H]1[C@H]2COc3cc(OC)ccc3[C@@H]2N2C(=O)CN(Cc3ccccc3)C(=O)[C@@]12C
  -2%	3%	nt	nt	nt	-12%	40%	-13%	-3
- O=C(CCC(=O)N1CCN(Cc2ccccc2)CC1)Nc1nnc(C2CCCCC2)s1
  -2%	-7%	44%	-1%	-5%	4%	-4%	-4%	-3
- COC(=O)c1ccc(/C=N/N2CCN(Cc3ccc(C)cc3C)CC2)cc1
  -5%	8%	25%	-1%	-1%	-16%	2%	-6%	-1
- CCN(CC)Cc1cc(Nc2c3ccccc3nc3c4ccccc4n(C)c23)cc(CN(CC)CC)c1O
  -4%	nt	nt	nt	nt	?	?	?	10
- O=c1cc(CO)oc(C(Nc2cccc(C(F)(F)F)c2)c2ccccn2)c1O (stereo not given)
  -1%	0%	2%	-4%	-23%	-18%	28%	-5%	7
- CCCCNC(=O)c1ccc(NC(=O)C2CCCO2)cc1 (stereo not given)
  3%	3%	-5%	4%	6%	-7%	17%	-4%	-10
- CCc1nc(SCC(=O)NCCc2ccccc2)c2c(=O)n(C)c(=O)n(C)c2n1
  1%	-7%	0%	1%	-3%	-4%	91%[activator]	-6%	-4
- O=C(/C=C\Nc1ccccn1)c1ccc(Cl)cc1
  -10%	-2%	22%	-2%	-2%	-7%	20%	-5%[60.1 µM]	-6
- COc1ccccc1-c1c(C)oc2c(CN3CCN(CCO)CC3)c(O)ccc2c1=O
  -2%	12%	46%	-3%	9%	-14%	-7%	-17%	-3
- Cc1cccc(NC(=O)CSCc2nc3c(nnn3Cc3ccc(F)cc3)c(=O)[nH]2)c1C
  0%	-9%	6%	-6%	?	-23%	-25%	-6%	-11
- CC(C)Sc1nc(-c2ccccc2)cc(=O)[nH]1
  -2%	2%	58%	-2%	-10%	-13%	-4%	13%	5
- CCc1ccccc1NC(=O)Cn1c(=O)c2cccn2c2ccc(F)cc21
  -5%	nt	8%	-3%	-10%	-7%	-16%	-3%	-8
- Cc1ccc(C)c(NC(=O)C2CCC(C)(C(=O)O)C2(C)C)c1 (stereo not given)
  -3%	2%	36%	4%	-6%	-4%	21%	-8%	-11
- CSC1=N/C(=C\c2cccc(F)c2)C(=O)S1
  -1%	-11%	5%	-4%	-23%	0%	-5%	-7%	-5
- CC(=O)c1ccc(S(=O)(=O)N(C)C(C)CCc2ccco2)cc1 (stereo not given)
  -3%	65%[activator]	-1%	-5%	3%	-16%	-15%	-7%	-1

The list continues:
Results follow in this order: GRP78 ERSR act	APE1 inh	POLB inh	BLM helicase inh	Apoferritin bind	Pol eta inh	Pol iota inh	POLK inh	LDHA inh
- O=C(CSc1nnc(Cn2c(=O)sc3ccccc32)n1CCc1ccccc1)N1CCOCC1
  -2%	-2%	15%	-1%	-13%	-6%	11%	-12%	-2
- CC(=O)c1cccc(NC(=O)CCS(=O)(=O)c2ccc(Br)s2)c1
  -8%&1%	6%	?	0%&-4%	-23%&-5%	0%&-17%	-6%&19%	-12%&-10%	-8&0
- CCN(CC)S(=O)(=O)c1ccc(C(=O)OCCN2C(=O)CCC2=O)cc1
  0%	-5%	5%	0%	-9%	-1%	16%	7%	-4
- CN(CCS(=O)(=O)c1ccc(Cl)cc1)Cc1cccnc1
  0%	0%	7%	-2%	-3%	-14%	1%	-2%	-5
- CCCN1CCC(NC(=O)Nc2cc(Cl)ccc2OC)CC1
  -3%	0%	13%	3%	-7%	-17%	44%	-7%	-7
- CC1CCN(c2ccc(NC(=O)c3ccccc3[N+](=O)[O-])cc2)CC1
  -3%	15%	0%	-13%	-16%	-10%	-17%	-4%	2
- CCc1ccc(N(CC(=O)NC2CCCC2)S(=O)(=O)c2c(C)noc2C)cc1
  -5%	-2%	8%	-4%	-4%	1%	2%	3%	-3
- O=C(c1cccnc1)N1CCN(c2c(Cl)cccc2[N+](=O)[O-])CC1
  -5%	1%	22%	0%	-17%	-17%	0%	2%	0
- Oc1ccccc1N=Cc1ccc[nH]1
  5%	-1%	1%	-12%	-18%	-11%	7%	4%	14
- COc1cccc(NC(=O)c2c(C)cc(C)cc2CC(C)(C)C(=O)O)c1
  -4%	-1%	7%	-5%	-5%	-4%	?	-6%	-13
